Screens (PubChem BioAssay)
HCMV antiviral = blocks human cytomegalovirus replication | AID 1259415 | HFF cells, HCMV-luciferase reporter, 72 h; hits give low values | 4.5% of 410,000 active | activity change, negative = inhibition, % at 57.5 µM; in the data active = activity change below about -60%; inconclusive = no clear call, values can overlap the other calls; inactive = above about -39%
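After 16 h attachment at 37C, HFF cells received test compound and HCMV-luciferase (1 PFU/cell); reporter luminescence read 72 h later, data normalized against buffer-only and known inhibitor Salinomycin.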
Giardia FBPA inh = inhibitors of Giardia lamblia fructose-1,6-bisphosphate aldolase; AID 2451; 0.71% of 290,000 active; A8B2U2; Potency, µM (titrated, usually from 59.6 µM), for inactives: at the highest dose activity, negative = inhibition, usual class: inhibitors; purified Giardia FBPA; note: potency is the fitted concentration of half-maximal effect; nearly all actives have a fitted effect of over 55% in size
Target sequence (A8B2U2 whole entry, looked up): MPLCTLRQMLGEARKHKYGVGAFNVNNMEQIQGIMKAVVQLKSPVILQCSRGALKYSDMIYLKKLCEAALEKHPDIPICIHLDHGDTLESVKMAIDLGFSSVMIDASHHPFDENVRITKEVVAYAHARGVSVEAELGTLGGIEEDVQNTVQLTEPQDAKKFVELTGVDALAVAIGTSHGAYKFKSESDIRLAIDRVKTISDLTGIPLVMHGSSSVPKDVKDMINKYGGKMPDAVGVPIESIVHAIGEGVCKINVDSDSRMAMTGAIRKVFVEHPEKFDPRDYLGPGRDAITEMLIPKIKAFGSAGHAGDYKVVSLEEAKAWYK
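Giardia FBPA (40 nM reagent) was preincubated 10 min at RT with compound (up to 57.5 uM final), then substrate plus GAPDH/TPI/NAD/arsenate coupling system with diaphorase/resazurin was added; resorufin fluorescence (525/598 nm) was read after 20 min.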
HCV inhibitor = HCV inhibition; 3.4% of 340,000 active; AID 651820; Potency, µM (doses to about 41.8 µM), without a hit: at the top dose activity change, negative = inhibition, most hits filed as inhibitors; Huh7.5.1 HCVcc-Cre infection, luciferase reporter, 44 h; note: potency is the fitted concentration of half-maximal effect
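A cell-based infection assay in which seeded cells (1,000 per well) receive test compound after 4 h, are inoculated with HCVcc-Cre at approximately 0.5 moi, and are incubated 44 h before luminescence detection.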
AmpC inh detg = inhibitors of E. coli AmpC beta-lactamase with detergent; 0.041% of 370,000 active; AmpC hydrolysis of nitrocefin, absorbance 480 nm, 0.01% Triton; Potency, µM (titrated, usually from 114 µM), for inactives: at the top dose activity change, negative = inhibition, usual class: inhibitors;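 note: potency is the fitted concentration of half-maximal effect; 0% = no-compound wells and -100% = no-enzyme wells; nearly all actives have a fitted effect of over 25% in size; some results filed as inactive show a strong effect at the top dose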
Target sequence (P00811 whole entry, looked up): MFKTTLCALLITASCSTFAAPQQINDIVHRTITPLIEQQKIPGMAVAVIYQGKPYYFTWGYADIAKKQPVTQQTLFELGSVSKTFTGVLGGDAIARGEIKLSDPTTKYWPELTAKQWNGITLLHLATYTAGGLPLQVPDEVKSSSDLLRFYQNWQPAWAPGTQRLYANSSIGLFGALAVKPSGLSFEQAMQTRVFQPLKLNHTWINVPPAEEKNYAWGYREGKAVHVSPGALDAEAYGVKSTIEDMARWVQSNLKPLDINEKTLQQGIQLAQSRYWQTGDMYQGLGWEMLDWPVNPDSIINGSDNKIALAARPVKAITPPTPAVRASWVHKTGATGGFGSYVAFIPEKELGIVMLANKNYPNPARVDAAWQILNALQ
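AmpC (5.3 nM in the dispensed reagent) in 20 mM phosphate pH 7.0 with 0.01% (detergent screen) or 0.0001% Triton X-100 was preincubated with compounds for 15 min at room temperature. Nitrocefin was then added from an 800 uM solution, and hydrolysis was followed at 480 nm.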
Sm TGR inh = blocks Schistosoma mansoni thioredoxin glutathione reductase; Q962Y6; purified TGR, DTNB reduction, TNB absorbance 405 nm; Potency, µM (series often up to 114 µM), without a hit: top-dose activity change, negative = inhibition, actives largely listed as inhibitors; 3% of 360,000 active; AID 485364; note: potency is the fitted concentration of half-maximal effect; nearly all actives have a fitted effect of over 60% in size
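First, TGR (20 nM dispensed) and NADPH were mixed with compound. Second, a 15 min room-temperature incubation followed. Third, further NADPH and then DTNB were added to start the reaction. Finally, TNB absorbance was monitored kinetically.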
AmpC no deterg = inhibitors of E. coli AmpC beta-lactamase without detergent; P00811; AmpC nitrocefin hydrolysis, absorbance 480 nm, 0.0001% Triton; Potency, µM (highest dose often 57.1 µM), for inactives: at the highest dose activity change, negative = inhibition, usual class: inhibitors; 0.52% of 330,000 active;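 note: potency is the fitted concentration of half-maximal effect; plate controls were no compound for no effect and no enzyme for full effect; nearly all actives have a fitted effect of over 20% in size; some results filed as inactive show a strong effect at the top dose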
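20 mM phosphate pH 7.0 + 0.01% (detergent screen) or 0.0001% Triton X-100; 5.3 nM AmpC reagent; cpd preinc 15 min RT; nitrocefin (800 uM stock) to start; A480 q20 s × 4 min; Activity was normalised to no-enzyme and no-compound control wells.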
Starred values were filed as active, the others as inactive; ? = inconclusive; nt = not tested or not shown; ! = repeats disagree; [ ] = remark or other dose. Unless noted, calls come from the whole dose curve; as a rule, active = well fitted curve in the direction sought with a large enough effect; inconclusive = small, poorly fitted or top-dose-only effect, or another doubt; inactive = no such curve, though single readings can be large; an effect the other way counts as inactive or inconclusive. Unless noted, % is set by controls: 0 for no effect and ±100 for the full control effect.

(1) CC(=O)NCCNC(=O)c1ccc(CSc2ccc(Cl)cc2)cc1
(2) O=C(CN(C(=O)Cn1nnc(-c2ccc(F)cc2)n1)c1cccc(F)c1)NC1CCCC1
(3) N#Cc1ccc(-c2csc(-c3ccno3)n2)cc1
(4) CCC(C)n1c(C)cc(C(N)=O)c1C (configuration not stated)
(5) CCC(SC1=Nc2ccccc2C2=NC(CC(C)C)C(=O)N12)C(=O)Nc1ccc2c(c1)OCO2 (configuration not stated)
(6) CCN(CC(=O)Nc1c(F)cccc1F)C(=O)COc1ccc2c(c1)CCC2
(7) Cc1cc(NC(=O)CSc2nnc(CNC(=O)c3c(F)cccc3F)o2)no1
(8) CC(OC(=O)CNC(=O)c1cccs1)C(=O)Nc1ccc(S(N)(=O)=O)cc1 (configuration not stated)
(9) CCOC(=O)c1ccc(NC(=S)N2CCSC2c2c(F)cc(F)cc2F)cc1 (configuration not stated)
(10) CC(=O)c1c(C)[nH]c(C(=O)N(C)CC(=O)Nc2ccc(Cl)c(C(F)(F)F)c2)c1C

Screen / compound no.	1	2	3	4	5	6	7	8	9	10
HCMV antiviral	20	-9	-9	38	20	-25	0	-4	-34	-11
Giardia FBPA inh	7%	8%	0%	-7%	?	nt	8%	nt	-15%	nt
HCV inhibitor	7%	-27%	2%	19%	8.9µM*!	4%	1%	12%	-4%	-11%
AmpC inh detg	-2%	-8%	5%	-7%	-8%	-12%	-1%	?	-4%	?
Sm TGR inh	-1%	10%	-20%	-6%	?	-3%	1%	-5%	7%	-1%
AmpC no deterg	4%	-1%	-17%	-17%	-57%	-17%	-26%	-15%	-15%	2%

(11) Cc1cc(C(=O)OCC(=O)Nc2cccc([N+](=O)[O-])c2)c(C)o1
(12) O=C(NCc1ccco1)C(c1ccccc1)N(C(=O)Cc1cccs1)c1cccnc1 (configuration not stated)
(13) Cc1ccc(C(=O)O)cc1NC(=O)C1=CSCCO1
(14) CCCCNC(=O)CN1C(=O)c2c(c3ccccc3n2C)C1c1ccc(OC)cc1 (configuration not stated)
(15) CSc1ccccc1NC(=O)CN(C)Cc1cccc(Cl)c1
(16) Cc1ccc(CN2CCN(Cc3cnc(C)s3)CC2CCO)o1 (configuration not stated)
(17) CC(=O)NC(N(C#N)c1nc(Cl)nc(N(C)C)n1)C(Cl)(Cl)Cl (configuration not stated)
(18) COc1ccc2cc(C(=O)N3CCCCCC3)sc(=O)c2c1OC
(19) Cc1nc(NC(=O)c2ccccc2)sc1-c1csc(Nc2cccc(Cl)c2)n1
(20) O=C(NCc1ccccc1)N1CCOc2ccccc21

Screen / compound no.	11	12	13	14	15	16	17	18	19	20
HCMV antiviral	-23	-10	-33	0	-38	-2	14	2	nt	?
Giardia FBPA inh	nt	8%	4%	nt	22µM*	1%	-12%	6%	-13%	2%
HCV inhibitor	?	1%	2%	nt	-8%	4%	0%	-5%	nt	12%
AmpC inh detg	nt	-8%	4%	17%	4%	-6%	-1%	0%	-12%	-4%
Sm TGR inh	nt	-32%	1%	17%	15%	?	40µM*	24%	10%	-17%
AmpC no deterg	-25%	-4%	-1%	nt	-19%	-7%	-10%	-1%	14µM*	0%

(21) CCCCCCNc1ncnc2c1sc1nc(N3CCOCC3)c3c(c12)CCCC3
(22) O=c1[nH]c2ccccc2c(O)c1Cc1ccccc1
(23) Cc1c(Cc2ccccc2)c(=O)oc2cc(OCC(=O)NCC(O)c3ccccc3)ccc12 (configuration not stated)
(24) Cc1ccccc1C(=O)Nc1cccc(NC(=O)c2ncn[nH]2)c1
(25) COc1ccccc1NC(=O)c1ccccc1NC(=O)c1cccs1
(26) O=C(O)c1ccccc1NS(=O)(=O)c1ccc(NNC(=S)Nc2ccc(OC(F)F)cc2)c([N+](=O)[O-])c1
(27) COC(=O)c1cc(CN2CCN(c3ccccc3C)CC2)ccc1O
(28) CCC(=O)NC(=S)Nc1ccc(NC(=O)c2ccc(Br)o2)cc1
(29) CCCCCN(C(=O)COC(=O)c1ccc(Br)o1)c1c(N)n(CCCC)c(=O)[nH]c1=O
(30) CC1CN(CC(=O)NCc2ccc(F)cc2)CC(C)O1 (configuration not stated)

Screen / compound no.	21	22	23	24	25	26	27	28	29	30
HCMV antiviral	-5	99	-14	14	-27	-8	-6	-103*	13	51
Giardia FBPA inh	nt	?	1%	-3%	-7%	16%	?	-5%	-1%	0%
HCV inhibitor	nt	12%	?	2%	-21%	20%	?	?	-7%	21%
AmpC inh detg	25%	-4%	1%	5%	-9%	-1%	?	-4%	?	-3%
Sm TGR inh	4%	12%	3%	13%	-4%	-12%	-9%	-31%	-12%	0%
AmpC no deterg	nt	-16%	20%	-10%	-36%	-50%	5%	-31%	-17%	-7%

Gathered by group: the entries above containing a furan ring, fused or not (five)
(11) Cc1cc(C(=O)OCC(=O)Nc2cccc([N+](=O)[O-])c2)c(C)o1
(12) O=C(NCc1ccco1)C(c1ccccc1)N(C(=O)Cc1cccs1)c1cccnc1 (configuration not stated)
(16) Cc1ccc(CN2CCN(Cc3cnc(C)s3)CC2CCO)o1 (configuration not stated)
(28) CCC(=O)NC(=S)Nc1ccc(NC(=O)c2ccc(Br)o2)cc1
(29) CCCCCN(C(=O)COC(=O)c1ccc(Br)o1)c1c(N)n(CCCC)c(=O)[nH]c1=O

Screen / compound no.	11	12	16	28	29
HCMV antiviral	-23	-10	-2	-103*	13
Giardia FBPA inh	nt	8%	1%	-5%	-1%
HCV inhibitor	?	1%	4%	?	-7%
AmpC inh detg	nt	-8%	-6%	-4%	?
Sm TGR inh	nt	-32%	?	-31%	-12%
AmpC no deterg	-25%	-4%	-7%	-31%	-17%

(continued)
(31) COc1cccc(NC(=O)Nc2ccc3c(c2)nnn3C)c1
(32) S=c1[nH]nc(-c2ccncc2)n1/N=C/c1cccc(Cl)c1
(33) CN(Cc1ccccc1F)C(=O)c1ccc2c(=O)n3c(nc2c1)CCC3
(34) CCOc1cc(CC(=O)N[C@@H](CC(C)C)c2ccccc2N2CCCCC2)ccc1C(=O)O
(35) CC(C)CNS(=O)(=O)c1ccc(CCC(=O)NCc2ccncc2)cc1
(36) COc1cccc(CN2CCN(Cc3nc(-c4cccs4)oc3C)CC2CCO)c1 (configuration not stated)
(37) Cc1cccc(-n2c(=O)cc(N3CCN(c4ccc(F)cc4)CC3)[nH]c2=O)c1
(38) Cc1ccc(NC(=O)CCCSc2ccccc2)cc1S(=O)(=O)N1CCOCC1
(39) O=C(Cc1ccc([N+](=O)[O-])cc1)NCc1ccccn1
(40) CCCCN(Cc1ccccc1)C1CCN(CCc2ccccc2)CC1

Screen / compound no.	31	32	33	34	35	36	37	38	39	40
HCMV antiviral	-7	?	-4	-13	-5	-19	?	-6	15	-11
Giardia FBPA inh	0%	5%	nt	?	0%	-3%	-5%	1%	1%	-8%
HCV inhibitor	2%	-8%	17%	?	6%	1%	2%	?	0%	?
AmpC inh detg	3%	1%	?	-2%	0%	-5%	-8%	3%	-4%	-14%
Sm TGR inh	-4%	4%	-4%	-1%	8%	?	-23%	7%	5%[57.1 µM]	-2%
AmpC no deterg	-17%	-25%	3%	-16%	-14%	103%[activator]	-24%	-3%	1%	-11%

(41) COc1ccccc1N1C(=O)CSC1=S
(42) Cc1c(C(=O)O)nnn1-c1ccccc1
(43) Cc1ccc(S(=O)(=O)Nc2c(NC3CCCCC3)c3ccccc3oc2=O)cc1C
(44) CN(CCc1ccccc1)Cc1ccccc1[N+](=O)[O-]
(45) CSc1cccc(NC(=S)NN(C)C)c1
(46) COC(=O)c1cccc(C(=O)N2CCCC(C(=O)c3ccccc3OC)C2)c1 (configuration not stated)
(47) Cc1cnc(C(=O)Nc2ccc(S(=O)(=O)N(C(C)C)C(C)C)cc2)cn1
(48) O=C(OC1CCOC1=O)c1cccc(S(=O)(=O)N2CCc3ccccc3C2)c1 (configuration not stated)
(49) CCOC(=O)c1c(C)[nH]c(CCC(=O)NCCCN2CCN(c3cccc(Cl)c3)CC2)c1C
(50) COc1ccc(-c2noc(C3CCCN(C(=O)Nc4ccccc4F)C3)n2)cc1 (configuration not stated)

Screen / compound no.	41	42	43	44	45	46	47	48	49	50
HCMV antiviral	0	-5	-30	-18	11	?	-7	2	-38	-13
Giardia FBPA inh	6%	9%	nt	-10%	-16%	nt	-9%	-9%	nt	-4%
HCV inhibitor	0%	12%	-8%	-2%	-9%	-8%	-2%	-17%	nt	?
AmpC inh detg	5%	-14%	4%	-14%	3%	-4%	0%	-2%	-1%	-7%
Sm TGR inh	-2%	12%	-8%	4%	12%	-7%	5%	-17%	-7%	7%
AmpC no deterg	-4%	-5%	-32%	-16%	-4%	58%	-1%	-12%	nt	19%

(51) CC1(C)Cc2nc(-c3ccccc3)nc(SCC(=O)N3CCCC3)c2CO1
(52) CC1=C(C(=O)Nc2ccccc2)C(c2ccccc2Cl)n2ncc(C(=O)Nc3cccc(C)c3)c2N1 (configuration not stated)
(53) COc1ccc(/C=N/NC(=O)CN2CCCCCCC2)c(C)c1C
(54) CC(C)COc1ccc(N)cc1OCC(C)C
(55) COc1ccc(-c2cc3ccccc3n2CC(O)CN2CCCCC2)cc1 (configuration not stated)
(56) O=C(COC(=O)/C=C/c1ccco1)Nc1ccccc1
(57) Nc1nonc1-n1nnc(C(=O)N/N=C\c2ccncc2)c1CN1CCCCC1
(58) Cc1cc(=O)oc2cc(NC(=O)c3ccnn3C)ccc12
(59) Oc1ccc(C[C@@H]2CNCCN2CCc2cccc(F)c2)cc1
(60) Cc1cc(C)nc(SCSc2nc(C)cc(C)n2)n1

Screen / compound no.	51	52	53	54	55	56	57	58	59	60
HCMV antiviral	-4	?	-25	-39	-81*	33	?	nt	3	-16
Giardia FBPA inh	3%	nt	?	-2%	?	1%	3%	nt	nt	20%
HCV inhibitor	?	nt	-10%	2.8µM*	-8%	-21%	9%	-10%	23%	22%
AmpC inh detg	2%	13%	11%	2%	2%	7%	-6%	-2%	0%	12%
Sm TGR inh	6%	6%	10%	-31%	-12%	56µM*	-8%	-3%	?	-2%
AmpC no deterg	7%	nt	16%	-31%	27%	-18%	-2%	-2%	-19%	-20%

(61) Cc1cccc(/C(N)=N/OC(=O)C23CC4CC(CC(C4)C2)C3)c1
(62) Cc1cc(N2Cc3ccccc3C2)ccc1C=O
(63) COc1cccc(-n2ccnc2SCC(=O)Nc2nc3ccc(C)cc3s2)c1
(64) NS(=O)(=O)c1ccc(NC(=O)CSc2nc3ccccc3c(=O)n2Cc2ccncc2)cc1
(65) COc1ccc(C(=O)NNC(=O)c2cccs2)cc1S(=O)(=O)N1CCOCC1

Screen / compound no.	61	62	63	64	65
HCMV antiviral	-29	143	4	-3	38
Giardia FBPA inh	-2%	7%	nt	nt	nt
HCV inhibitor	9%	-6%	nt	9%	4%
AmpC inh detg	-4%	-1%	12%	nt	nt
Sm TGR inh	0%	?	-1%	nt	nt
AmpC no deterg	-17%	-27%	nt	-19%	-16%
